High-throughput results deposited in PubChem by several laboratories.
Diaph act CS: activates diaphorase or chemically reduces, flagging diaphorase assay artifacts; AID 1229; actives 0.005% (n = 190,000); activation factor at 20 µM; Diaphorase/resazurin coupled assay, resorufin fluorescence, 16 min; active compounds read high; 1 = vehicle wells, 0 = NADH-free wells;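 active means diaphorase activity raised at least twofold by the compound at 20 µM; inactive means activation factor below 2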
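Measured by – red resorufin fluorescence at 544/590 nm excitation/emission · Test system – Clostridium kluyveri diaphorase, purified enzyme · Incubation – reaction time 16 min, room temperature · Buffer or medium – 50 mM HEPES pH 7.4 with 4.542 mM MgCl2, 0.005% Tween 20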
Diaph inh CS: inhibits diaphorase or chemically oxidizes, flagging diaphorase assay artifacts; diaphorase resazurin-to-resorufin fluorescence, NADH, 16 min; bacterial (C. kluyveri) enzyme, not human; inhibition, % at 20 µM; actives 0.69% (n = 190,000);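 active means primary screen inhibition at 20 µM above a set limit, cut at about 50% in these data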;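 further: plate controls were DMSO with full reaction for no effect and wells lacking NADH for full effect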
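Assay system: diaphorase enzyme from Clostridium kluyveri. Quantity: enzyme working solution with 0.14 U/mL diaphorase. Schedule: reaction incubation of 16 min at room temperature. Technique: resorufin fluorescence, excitation 544 nm, emission 590 nm. Controls: No-NADH positive control and DMSO neutral control.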
TNAP inh no acc: TNAP (human) inhibition, acceptor-free conditions. P05186. purified TNAP, CDP-star luminescence, 30 min. inhibition, % at 20 µM. actives 0.26% (n = 200,000);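 active means tissue-nonspecific alkaline phosphatase inhibition above about 50% at 20 µM in the single-dose screen, limit read from the data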;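 further: 0% = DMSO negative control and 100% = EDTA positive control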
Target sequence (P05186 whole entry, looked up): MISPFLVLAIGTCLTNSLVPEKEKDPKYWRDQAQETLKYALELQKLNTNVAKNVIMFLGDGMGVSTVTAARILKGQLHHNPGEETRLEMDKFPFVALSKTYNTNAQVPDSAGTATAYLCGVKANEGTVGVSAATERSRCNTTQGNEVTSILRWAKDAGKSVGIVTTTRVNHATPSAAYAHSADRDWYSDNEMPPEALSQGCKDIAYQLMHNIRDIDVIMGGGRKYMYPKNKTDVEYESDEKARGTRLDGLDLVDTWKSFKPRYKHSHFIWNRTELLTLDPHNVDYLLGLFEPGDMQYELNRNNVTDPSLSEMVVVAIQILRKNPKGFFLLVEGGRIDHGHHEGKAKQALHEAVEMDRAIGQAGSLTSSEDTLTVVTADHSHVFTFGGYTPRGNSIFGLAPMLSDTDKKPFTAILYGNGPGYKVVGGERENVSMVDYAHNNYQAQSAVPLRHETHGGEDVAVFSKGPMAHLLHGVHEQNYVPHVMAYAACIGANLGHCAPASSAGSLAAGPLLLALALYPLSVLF
Lmaj promast: Leishmania major promastigote growth inhibition | inhibition, % at 10 µM | Leishmania major promastigotes, resazurin fluorescence viability | actives 9% (n = 200,000); in the data active means inhibition above about 50%;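 further: promastigotes grown with compound for 44 hours at 28 °C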
bIAP act: increases bovine intestinal alkaline phosphatase activity | purified bovine IAP, CDP-star luminescence, 30 min; active compounds read high; fold of DMSO-control signal, blank-subtracted | activation factor at 20 µM | actives 0.17% (n = 200,000);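 active means activation factor of 2 or more at 20 µM, a signal rise over negative controls twice the positive control's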
bIAP inhibitor: intestinal alkaline phosphatase (bovine) inhibition; purified bovine IAP, CDP-star luminescence, 30 min; inhibition, % at 20 µM; 190,000 tested, under 10 active; AID 1019;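 active means over 50% inhibition of intestinal alkaline phosphatase at 20 µM in the single-dose screen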
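Assay system: bovine IAP enzyme; medium: DEA buffer 100 mM, pH 9.8, with MgCl2 1.0 mM, ZnCl2 0.02 mM; doses: 20 µM single dose; incubation: enzyme reaction for 30 min at room temperature; detection: CDP-star luminescence signal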
PMI act satM6P: increases human PMI activity with near-saturating mannose 6-phosphate. P34949. coupled PMI enzyme assay, resazurin fluorescence, 20 min; active compounds read high; 1 = untreated enzyme, 0 = substrate-free blank. activation factor at 20 µM. actives 0.34% (n = 190,000);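 active means activation factor of 2 or more at 20 µM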
Target sequence (P34949 whole entry, looked up): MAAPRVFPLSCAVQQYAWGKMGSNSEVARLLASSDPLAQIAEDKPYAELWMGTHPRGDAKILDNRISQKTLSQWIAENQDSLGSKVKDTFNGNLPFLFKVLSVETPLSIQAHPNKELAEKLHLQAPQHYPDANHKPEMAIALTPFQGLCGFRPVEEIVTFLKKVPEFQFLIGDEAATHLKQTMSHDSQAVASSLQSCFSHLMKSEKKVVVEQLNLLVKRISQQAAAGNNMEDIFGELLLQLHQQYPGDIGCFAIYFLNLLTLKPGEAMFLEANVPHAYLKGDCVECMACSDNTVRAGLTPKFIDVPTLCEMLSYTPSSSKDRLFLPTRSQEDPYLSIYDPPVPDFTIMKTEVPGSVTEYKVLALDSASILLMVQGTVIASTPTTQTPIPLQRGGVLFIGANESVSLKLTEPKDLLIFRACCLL
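Technique: Diaphorase-driven resazurin-to-resorufin fluorescence, excitation 544, emission 590 nm | Assay system: Human PMI in coupled enzyme assay | Times: Enzyme reaction with compound 20 min at room temperature | Medium: HEPES-buffered pH 7.4 with magnesium and detergent | Reagent: Mannose-6-phosphate 1.0 mM (near-saturating) plus 0.22 mM NADP+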
TNAP act hi DEA: activators of human TNAP at high phosphate acceptor concentration. P05186. purified TNAP, CDP-star luminescence, 1 M DEA, 30 min; active compounds read high; 0 = EDTA background, 1 = DMSO-only activity. activation factor at 20 µM. 200,000 tested, under 10 active;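 active means activation factor at least 2 at 20 µM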
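Dosing: 20 µM single point. System: human TNAP. Amount: TNAP 1/800 final. Incubation: 30 min, room temperature. Read-out: TNAP activation factor scaled between EDTA and DMSO control wells. Signal: luminescence from CDP-star hydrolysis. Medium: 1 M DEA, pH 9.8, Mg2+, Zn2+. Control set: EDTA negative control, DMSO positive control.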
TNAP inh hi DEA: inhibitors of human TNAP at high phosphate acceptor concentration | AID 1135 | purified TNAP, CDP-star luminescence, 1 M DEA | inhibition, % at 20 µM | P05186 | actives 0.03% (n = 200,000);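 active means over 50% inhibition of tissue-nonspecific alkaline phosphatase at 20 µM in the single-dose screen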;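 further: plate controls were DMSO wells for no effect and EDTA-quenched wells as full inhibition for full effect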
PMI act: activators of human phosphomannose isomerase; purified human PMI, coupled resazurin fluorescence, 20 min; active compounds read high; 1 = vehicle control, 0 substrate-free wells; actives 0.005% (n = 190,000); activation factor at 20 µM; P34949;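 active means activation factor of 2 or more at 20 µM, relative to plate controls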
* = called active by the depositor; . = no result given. Rows are unselected; overall some 10% were active at least once.

SMILES | Diaph act CS | Diaph inh CS | TNAP inh no acc | Lmaj promast | bIAP act | bIAP inhibitor | PMI act satM6P | TNAP act hi DEA | TNAP inh hi DEA | PMI act
O=C(O)c1cccc(NC(=S)NC(=O)c2ccc(-c3ccc(Cl)cc3)o2)c1 | 1 | 4 | 16 | -4 | 0.8 | 22 | 1.1 | 1 | -2 | 1
COc1ccc2cc(C#N)c(Cl)nc2c1 | 0.9 | 13 | -4 | -5 | 1.1 | -8 | 0.9 | 1.1 | -6 | 0.9
Cn1c2ccccc2c2nnc(SCc3nnc(-c4ccccc4)o3)nc21 | . | . | -6 | -5 | 1 | 1 | . | 1 | -5 | .
Cc1ccc(NC(=O)CSc2n[nH]c(-c3ccco3)n2)c(C)c1 | 0.9 | 6 | 0 | 4 | 1.1 | -5 | 1 | 1 | -2 | 1
O=C(O)Cc1ccc(C(=O)c2ccc(F)cc2)s1 | 0.9 | 8 | -16 | -1 | 0.9 | 13 | 1 | 1 | -3 | 1
c1ccc(-n2nnc3c(N4CCOCC4)ncnc32)cc1 | 0.9 | 6 | -12 | -7 | 1 | 3 | 1 | 1 | -4 | 0.9
COc1nc(N2CCCC2)nc(-n2nnc(C(C)=O)c2C)n1 | 0.9 | 6 | -7 | 4 | 0.9 | 7 | 1.1 | 1 | -3 | 1.1
CCc1sc(NC(=O)COC)nc1-c1ccccc1 | 0.7 | 30 | -12 | 2 | 1 | -3 | 0.9 | 1.1 | -11 | 0.9
COc1cc(NS(=O)(=O)c2cccc3nsnc23)c(C(=O)O)cc1OC | 0.9 | 6 | -2 | -5 | 0.9 | 6 | 1 | 1.1 | -5 | 0.9
CC(C)C(=O)Nc1ccc(S(=O)(=O)Nc2nccc(/C=C/c3ccccc3)n2)cc1 | 0.8 | 16 | -7 | -9 | 1.5 | -51 | 1.1 | 1 | -1 | 1
CCOC(=O)C1CCN(C(=O)c2ccc(NC(=O)C3CCCO3)cc2)CC1 (centres undefined) | 1 | 2 | -2 | -5 | 1.1 | -9 | 1 | 1 | -1 | 1
CC(=O)Nc1ccc(NC(=O)COc2cccc3c2OC(C)(C)C3)cc1 | 0.9 | 7 | -10 | 1 | 0.9 | 6 | 1 | 1 | 2 | 1
O=C1c2ccccc2C(=O)c2cc(S(=O)(=O)Nc3ccccc3)ccc21 | 0.7 | 31 | -6 | 0 | 1 | 2 | 0.4 | 1 | 0 | 0.9
Cc1ccccc1NC(=S)N(CCN1CCOCC1)Cc1ccccc1F | 1 | -1 | -17 | 17 | 1.2 | -15 | 1 | 1.1 | -6 | 1
O=C(CN1CCCCCC1)NCC1CCCO1 (centres undefined) | 0.8 | 18 | -11 | 2 | 1 | 2 | 1 | 1.1 | -8 | 0.9
CCc1ccc(C(=O)N2CCN(c3ccc(F)cc3)CC2)s1 | 0.9 | 10 | -8 | -5 | 0.9 | 11 | 0.9 | 1 | -2 | 0.9
O=C(NCc1cccs1)C1CCC(=O)N1C1CCCCC1 (centres undefined) | 0.9 | 11 | -5 | -4 | 1 | -4 | 1 | 1.1 | -8 | 0.9
CC(C)n1c(=S)[nH]c2ccccc21 | 0.9 | 8 | -2 | 2 | 1.5 | -53 | 1.2 | 1 | 3 | 1.1
Cc1ccccc1N(CC(=O)N1CCOCC1)S(C)(=O)=O | . | . | -5 | -6 | 1.2 | -15 | . | 1 | -2 | .
CN(C)c1ccc(/C=N/O)cc1 | 0.9 | 12 | -3 | 3 | 1.2 | -16 | 0.6 | 1 | -2 | 0.8
C=CCn1c(C(CC)CC(C)(C)O)n[nH]c1=S (centres undefined) | 1 | 1 | 4 | -3 | 1 | 4 | 1 | 1 | -2 | 0.9
CN(C(=O)c1coc(=O)c2ccccc12)c1ccccc1Cl | 1 | 0 | -7 | 5 | 1 | -2 | 0.9 | 1 | 1 | 1
Cc1cccc(NC(=O)CCN2C(=O)C3C4C=CC(C4)C3C2=O)c1 (centres undefined) | 0.9 | 12 | -6 | -4 | 0.9 | 10 | 1 | 1 | -3 | 0.9
CC(NC(=O)/C=C/c1ccco1)c1nc2ccccc2n1Cc1cccc(Cl)c1 (centres undefined) | 0.9 | 9 | -8 | 28 | 1.1 | -8 | 1 | 0.9 | 6 | 0.9
CCOC(=O)N1CCN(C(=O)COc2ccc(Br)cc2)CC1 | 1 | 1 | -15 | -8 | 1 | 2 | 1.1 | 1.1 | -5 | 1
O=C(Nc1ccccc1)Nc1ccc(F)cc1F | 0.9 | 7 | -13 | -3 | 1 | 1 | 1 | 1 | -2 | 0.9
O=C(O)C1CC=CCC1C(=O)NNS(=O)(=O)c1ccccc1 (centres undefined) | 1.1 | -10 | -1 | 3 | 1.3 | -31 | 1 | 1 | -5 | 1.1
CCC/C=N/NC(=O)CNC(=O)c1ccccc1Cl | 0.9 | 5 | -18 | -2 | 1.1 | -5 | 1 | 1 | -2 | 0.9
C/C(=N\NC(=S)NCc1ccccc1)c1ccco1 | 0.8 | 21 | -79 | -1 | 0.9 | 11 | 0.9 | 1 | -1 | 0.8
CC(=O)NS(=O)(=O)c1ccc(NC(=O)c2ccccn2)cc1 | 1 | 2 | -11 | -5 | 1 | 2 | 1 | 1 | -1 | 1

The final 2 records of the part above are carried over, then new ones follow:
SMILES | Diaph act CS | Diaph inh CS | TNAP inh no acc | Lmaj promast | bIAP act | bIAP inhibitor | PMI act satM6P | TNAP act hi DEA | TNAP inh hi DEA | PMI act
C/C(=N\NC(=S)NCc1ccccc1)c1ccco1 | 0.8 | 21 | -79 | -1 | 0.9 | 11 | 0.9 | 1 | -1 | 0.8
CC(=O)NS(=O)(=O)c1ccc(NC(=O)c2ccccn2)cc1 | 1 | 2 | -11 | -5 | 1 | 2 | 1 | 1 | -1 | 1
O=C(c1cnc(N2CCN(c3ccccn3)CC2)c2ccccc12)N1CCN(c2cccc(Cl)c2)CC1 | 0.8 | 24 | 10 | 45 | 1.1 | -8 | 0.8 | 1 | 0 | 0.9
CC(=O)/C(N=Nc1ccc(SC(F)F)cc1)=C(\C)O | 1.1 | -5 | -1 | -4 | 1 | -1 | 1 | 1 | 0 | 1
Cc1ccc(C(=O)N/N=C\c2cc3c(cc2Br)OCO3)s1 | 0.8 | 18 | -10 | -3 | 1 | 0 | 0.9 | 1.1 | -7 | 0.9
Cc1ccc(S(=O)(=O)NCCc2ccc(S(N)(=O)=O)cc2)cc1 | 0.9 | 7 | -15 | -2 | 0.8 | 18 | 1.1 | 1 | -2 | 1
C=CCn1c(SCC(=O)Nc2ccc(-c3nc4ccc(C)cc4s3)cc2)nnc1-c1ccncc1 | 0.9 | 14 | -2 | 50* | 0.6 | 36 | 1.1 | 1 | -1 | 1.2
C=CCOc1c(Br)cc(/C=N/O)cc1OCC | 0.9 | 15 | -10 | 27 | 1 | -2 | 1 | 1 | 1 | 0.9
COc1ccccc1-c1c(C)nn2c(N3CCC4(CC3)OCCO4)cc(C)nc12 | 0.8 | 17 | -7 | 5 | 1.1 | -10 | 0.9 | 1 | -2 | 0.8
Cc1ccccc1Nc1sc(C(=O)Nc2cccc(Cl)c2)c(N)c1C(N)=O | 0.9 | 12 | -6 | -4 | 0.9 | 7 | 1.1 | 1 | 0 | 1
COc1ccc(OC)c(-n2nnnc2SCC(=O)NCc2ccc3c(c2)OCO3)c1 | 0.8 | 23 | -14 | 5 | 0.9 | 14 | 0.9 | 1 | -4 | 0.9
O=C(CSc1nnc(Nc2ccccc2)s1)NCc1cccs1 | 0.8 | 22 | -12 | -4 | 0.7 | 34 | 1 | 1 | 0 | 1
COc1ccc(CNc2oc(-c3ccccc3)nc2C#N)cc1 | 0.8 | 15 | -9 | -9 | 0.8 | 23 | 0.9 | 1 | -1 | 0.9
Cc1cc(=O)oc2cc(OCC(=O)OCC(=O)Nc3ccccc3F)ccc12 | 1 | 5 | -15 | -9 | 1 | 2 | 1 | 1 | -3 | 1.2
Cc1cc(OC(=O)c2ccco2)c(Sc2ccccc2[N+](=O)[O-])c(=O)o1 | 1 | 4 | -6 | -1 | 1.1 | -6 | 1.4 | 1 | -2 | 1.3
COCCNC(=O)C1CCCN(c2ncccn2)C1 (centres undefined) | 1 | 2 | -9 | -1 | 1 | 3 | 1 | 1.1 | -5 | 0.9
C=CCOc1c(CNn2cn[nH]c2=S)cccc1OC | 0.6 | 39 | 9 | 26 | 0.7 | 27 | 0.9 | 1 | -2 | 0.9
O=C(OCc1ccccc1)C1=NNC2C(=O)N(Cc3ccccc3)C(=O)C12 (centres undefined) | 1.1 | -10 | 0 | -5 | 1.1 | -5 | 1 | 1 | -4 | 1.1
CCOC(=O)c1cc(CC)sc1NC(=O)COC(=O)c1cc[n+]([O-])cc1 | 1 | 2 | -25 | -3 | 1 | -5 | 0.9 | 1 | -4 | 0.9
C/C(=N/Nc1ccc(C)cc1)C1(C)N(O)C(C)(C)C(c2ccco2)=[N+]1[O-] (centres undefined) | 0.9 | 5 | -7 | 2 | 0.8 | 21 | 2.7* | 1 | -5 | 1.9
COc1ccccc1C(=O)N/C(=C\c1ccc(Br)cc1)C(=O)NCCC(=O)O | 0.8 | 23 | -6 | -10 | 1.1 | -7 | 0.9 | 1.1 | -8 | 0.8
COCCNc1cc(C)nc2cc(-c3ccc(C)cc3)nn12 | 0.9 | 5 | -40 | 13 | 1.3 | -26 | 1 | 1.1 | -7 | 1
O=C(O)c1sc2cc(C(F)(F)F)cnc2c1-c1ccccc1 | 0.9 | 9 | -7 | -6 | 1 | -2 | 1.1 | 1 | -1 | 1
Oc1ccccc1CN1CCCN(Cc2ccccc2O)C1 | 1 | 0 | -8 | 31 | 1.3 | -26 | 1 | 1 | -2 | 0.9
CCNc1ccc(C(=O)OCC(=O)N(Cc2ccccc2)C(C)(C)C)cc1[N+](=O)[O-] | 0.8 | 17 | -1 | 1 | 1.1 | -15 | 0.9 | 1 | 4 | 0.9

Some of these compounds in order of the Diaph act CS value, descending:
molecule	Diaph act CS
O=C(O)C1CC=CCC1C(=O)NNS(=O)(=O)c1ccccc1 (centres undefined)	1.1
C=CCn1c(C(CC)CC(C)(C)O)n[nH]c1=S (centres undefined)	1
CC(=O)Nc1ccc(NC(=O)COc2cccc3c2OC(C)(C)C3)cc1	0.9
C/C(=N\NC(=S)NCc1ccccc1)c1ccco1	0.8
C=CCOc1c(CNn2cn[nH]c2=S)cccc1OC	0.6
